PKA-R1A act – activators of PKA-R1A complex; P00514+P68181; PKA-R1A dissociation, Cy5-IP20 fluorescence polarization; scaled: DMSO 0%, 113 µM cGMP 100%; AID 504707; activation, % at 11.4 µM; hit rate 0.083% among 340,000;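 active means percent activation above the mean of all tested compounds plus 3 SD, cut at about 19% in these data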;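 further: higher means more PKAc released from R1A so a rise in polarization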
Ecoli viability – bacterial growth inhibition, counter-screen for AddAB inhibitors. E. coli V3065 growth, OD600 absorbance, 18 h. inhibition, % at 11.9 µM. hit rate 0.27% among 330,000;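 active means inhibition above the campaign's mean inhibition across all tested compounds plus 3 SD, cut at about 9.9% in these data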;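 further: uninfected addAB+ strain grown without phage in ampicillin broth; 0% = DMSO wells and 100% = ciprofloxacin 0.95 µg/ml wells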
DAGLB inh – blocks human DAGLB lipase activity; inhibition, % at 5.17 µM; hit rate 0.059% among 340,000; Q8NCG7; HEK293T DAGLB membrane lysate, EnzChek fluorogenic substrate; in the data active means inhibition above about 34%;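 further: 0% = enzyme with vehicle and 100% = wells lacking enzyme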
SUMO Mot1 rescue – inhibitors of SUMOylation pathway: yeast Mot1-301 growth rescue | growth rescue, % at 18.8 µM | hit rate 1% among 320,000 | AID 2716 | S. cerevisiae Mot1-301 growth rescue, ATP luminescence, 38.5C; percent above DMSO median, 100 means doubled;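 active means every valid replicate shows activation above 250% relative to neutral control wells; inactive means the rest, any valid replicate at or below 250%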;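 further: OY570 slx delta 5 strain wells were the positive control but not used for scaling; some compounds called inactive have numbers as strong as hits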
AddAB inh – less growth of phage-infected E. coli with AddAB. E. coli expressing H. pylori AddAB, absorbance growth. inhibition, % at 11.9 µM. hit rate 0.29% among 330,000; in the data active means inhibition above about 12%;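 further: 0% = vehicle wells of infected cells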
phage Ecoli inh – E. coli growth loss with phage present; growth absorbance; inhibition, % at 11.9 µM; hit rate 0.26% among 360,000; AID 651602; in the data active means inhibition above about 11%
CDK5 inh – blocks human CDK5/p35 kinase activity; Q00535+Q15078; inhibition, % at 10 µM; Recombinant CDK5/p35, ADP-Glo luminescence, 60 min; hit rate 0.01% among 330,000; AID 488839;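 active means highest replicate inhibition of at least 50% and at least 75% of replicates reaching 50%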;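 further: plate controls were DMSO neutral control for no effect and GW8510 at 10 µM for full effect; many of its hits are not listed in these tables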
HTR5A inv ctr – counter-screen for OPRM1-OPRD1 inverse agonists: human HTR5A inverse agonism; P47898; HTR5A cell line, luminescence; inhibition, % at 9.3 µM; hit rate 0.083% among 340,000; AID 504634; in the data active means inhibition mostly above about 23%, no sharp cut-off; inactive means mostly below about 18%;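 further: 0% = cells with DMSO and 100% = no-cell wells with DMSO; some compounds called inactive have numbers as strong as hits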
Target sequence (P47898 whole entry, looked up): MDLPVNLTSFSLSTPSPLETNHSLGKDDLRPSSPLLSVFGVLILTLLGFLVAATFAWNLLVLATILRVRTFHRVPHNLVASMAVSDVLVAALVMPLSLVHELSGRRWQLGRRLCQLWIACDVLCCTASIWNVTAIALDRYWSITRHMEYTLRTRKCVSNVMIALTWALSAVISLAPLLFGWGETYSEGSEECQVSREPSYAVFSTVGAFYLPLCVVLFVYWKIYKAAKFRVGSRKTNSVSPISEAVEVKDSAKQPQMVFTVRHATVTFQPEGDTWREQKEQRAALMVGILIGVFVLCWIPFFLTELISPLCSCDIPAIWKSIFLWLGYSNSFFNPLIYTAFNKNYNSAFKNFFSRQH
HTR5A ag ctr – counter-screen for OPRM1-OPRD1 agonists: human HTR5A agonism; HTR5A agonist assay, luminescence, cell-based; activation, % at 9.3 µM; AID 504692; hit rate 0.61% among 340,000; in the data active means activation mostly above about 9.5%, no sharp cut-off; inactive means mostly below about 7.6%;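 further: 0% = cells with vehicle only and 100% = reference agonist; strong numbers were not always called active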
PKA-R2B act – activates the human PKA-R2B holoenzyme complex. P22694+P31323. PKA-R2B holoenzyme dissociation, Cy5-IP20 fluorescence polarization; R2B truncated from residue 108, S112A mutant; 0% DMSO only, 100% 113 µM cGMP. activation, % at 11.4 µM. hit rate 0.079% among 340,000. AID 504700;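 active means activation above a cutoff set at the mean over all compounds plus 3 SD, cut at about 18% in these data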;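 further: higher means more holoenzyme dissociation and a rise in polarization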
Target sequence (P31323 whole entry, looked up, other chains not shown, the tested form may be a part): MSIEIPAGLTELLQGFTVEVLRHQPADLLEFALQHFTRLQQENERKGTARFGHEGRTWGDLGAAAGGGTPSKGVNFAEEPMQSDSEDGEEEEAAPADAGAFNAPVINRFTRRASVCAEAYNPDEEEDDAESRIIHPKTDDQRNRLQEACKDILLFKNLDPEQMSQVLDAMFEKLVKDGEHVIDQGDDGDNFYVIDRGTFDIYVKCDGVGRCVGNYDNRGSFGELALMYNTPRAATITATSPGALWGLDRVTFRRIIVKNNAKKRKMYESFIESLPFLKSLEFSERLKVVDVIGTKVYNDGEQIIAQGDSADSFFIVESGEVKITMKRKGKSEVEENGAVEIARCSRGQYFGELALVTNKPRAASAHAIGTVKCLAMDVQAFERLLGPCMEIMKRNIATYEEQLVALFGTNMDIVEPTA
Tat transport – blocks Tat-dependent protein export in E. coli. E. coli MC4100 TorA-mCherry Tat export, fluorescence. inhibition, % at 10 µM. hit rate 0.036% among 340,000;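 active means mean replicate inhibition at least 50% and at least half of replicates individually reaching 50%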;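 further: exported cargo escapes ClpAP degradation while cytoplasmic cargo is degraded and loses fluorescence; 0% = median of neutral control wells and 100% = median of NaSCN control wells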
Active calls of the source: *; x = not tested or not shown.

1	COc1ccc(CCNC(=O)N2CCOCC2)cc1
2	COc1ccc(-c2cc(C(=O)N(C)Cc3ccc(F)cc3)c3ccccc3n2)cc1OC
3	N#Cc1nc(-c2cccs2)oc1N1CCOCC1
4	COC(=O)C1C(=O)NCC1c1ccc(OC)cc1 (stereo not given)
5	CC(=C/c1ccccc1)/C=N/n1c(C)n[nH]c1=S
6	CCOC(=O)CNC(=O)N1CCC(CCOc2ccccc2)(C(=O)OCC)CC1
7	CCOc1ccc(-n2c(SCc3cc(=O)oc4cc(C)c(C(C)C)cc34)nnc2-c2cccnc2)cc1
8	COc1ccc(OCC(=O)NNC(=O)c2ccc3c(=O)n4c(nc3c2)CCC4)cc1
Compound	1	2	3	4	5	6	7	8
PKA-R1A act	-18	-6	-3	-10	0	-7	-2	-2
Ecoli viability	1.5	-0.9	-1.5	-1.7	-2.2	-0.6	-0.3	0.2
DAGLB inh	-2	-6	0	-1	1	1	-1	-1
SUMO Mot1 rescue	14	-22	4	-11	-6	51	-16	-7
AddAB inh	-2.4	-1.2	0.7	3.0	2.0	4.1	-1.1	1.9
phage Ecoli inh	0.3	0.0	1.9	1.5	2.6	1.3	3.4	1.9
CDK5 inh	-0.1	1.3	-2.1	-0.4	0.6	0.2	-1.8	0.1
HTR5A inv ctr	3	-22	-11	-11	-3	-5	-2	-13
HTR5A ag ctr	-5	4	4	-5	-3	4	1	4
PKA-R2B act	13	-2	-7	12	4	7	-1	8
Tat transport	-1	-1	-2	2	0	-1	-10	-9

9	CCOCc1nnc(NC(=O)c2cc(Cl)ccc2OC)s1
10	COc1ccc(Cl)cc1-c1nc(SCC(=O)NC(C)C)n[nH]1
11	C[C@@H]1C(=O)O[C@H]2[C@H]1CC[C@@]1(C)C(=O)C=C[C@@](C)(O)[C@H]21
12	COc1ccc(S(=O)(=O)N2CCC(C(=O)NC3(C)CCS(=O)(=O)C3)CC2)cc1OC (stereo not given)
13	CCc1ccc(OC)c(-c2csc(N)n2)c1
14	Cc1ccc(-c2[nH]ncc2/C=N/n2c(COc3ccccc3)nc3ccccc3c2=O)cc1
15	CS(=O)(=O)c1ccc(NC(=O)CN2C(=O)C3CCCCC3C2=O)cc1 (stereo not given)
16	O=S1(=O)c2ccccc2OC(COCc2ccccc2)CN1Cc1ccccc1 (stereo not given)
Compound	9	10	11	12	13	14	15	16
PKA-R1A act	-1	-1	-3	1	4	7	-1	-6
Ecoli viability	0.4	-2.5	4.3	-1.5	1.1	-2.4	0.3	-0.2
DAGLB inh	-2	0	4	-1	0	-2	0	-8
SUMO Mot1 rescue	239	-1	-8	12	-3	-9	1	x
AddAB inh	0.8	-1.8	3.5	0.3	2.2	0.4	0.6	1.4
phage Ecoli inh	0.8	2.0	2.0	1.4	3.0	5.4	-1.6	-1.5
CDK5 inh	-1.7	0.0	-4.5	0.8	2.2	-2.8	2.9	1.0
HTR5A inv ctr	11	-6	-10	-8	14	-26	-14	-5
HTR5A ag ctr	5	2	4	3	-6	12	4	2
PKA-R2B act	-1	-5	-7	-1	4	-8	-1	1
Tat transport	3	0	-14	-4	0	-8	-6	-6

17	Cc1sc2nc(SCC(=O)NCCCO)n(-c3ccccc3)c(=O)c2c1C
18	CCCCN(CC)C(=O)Cc1ccccc1OC
19	COc1ccccc1N1C(=O)c2cccc3c(C(=O)O)ccc(c23)C1=O
20	C[C@H](CO)N1C[C@H](C)[C@@H](CN(C)Cc2ccc(Oc3ccccc3)cc2)Oc2ccc(NC(=O)Cn3cnnn3)cc2C1=O
21	O=CN(CCNc1ccccc1)c1ccccc1
22	CCOc1cc(C(=O)Nc2cc(C)ccc2OC)ccc1OCC(=O)N1CCCCC1
23	CSCCC(NC(=O)c1ccccc1Cl)C(=O)N1CCCCC1 (stereo not given)
24	COc1ccc2c(c1)CCc1cn3ncc(C#N)c3nc1-2
Compound	17	18	19	20	21	22	23	24
PKA-R1A act	2	-6	4	-4	2	11	-11	7
Ecoli viability	-0.3	0.9	1.7	-1.5	x	-1.9	2.1	-2.6
DAGLB inh	-2	-5	1	0	-6	-3	-2	-5
SUMO Mot1 rescue	-12	20	-10	-2	x	7	-10	-2
AddAB inh	0.2	3.1	-1.0	0.2	x	2.8	4.4	-2.5
phage Ecoli inh	-1.0	2.4	-1.5	-0.6	2.5	2.6	0.5	0.8
CDK5 inh	1.2	1.2	2.1	-1.2	2.5	-1.3	1.9	-0.9
HTR5A inv ctr	11	-40	0	5	3	-12	14	13
HTR5A ag ctr	-3	1	-3	0	-1	-1	-2	-5
PKA-R2B act	0	-4	0	-11	-7	-6	-4	-1
Tat transport	-10	-8	-4	-9	-8	5	-6	-7

25	Cn1c(=O)c2c(nc(NC3CCCCC3)n2CC(O)COc2ccccc2)n(C)c1=O (stereo not given)
26	S=C(NCCCN1CCOCC1)N1CCN(c2nc(-c3ccccc3)cs2)CC1
27	CCC(=O)Nc1nonc1-c1nc2ccccc2n1Cc1cccc2ccccc12
28	CC(C)OC(=O)CSc1nnnn1-c1ccc2c(c1)OCCO2
29	CN1CCN(c2ccc(CNC(=O)c3cc4ccccc4o3)cc2)CC1
30	CSc1ncccc1C(=O)Nc1ccncc1
31	COc1ccc(CCNC(=O)C2(C)CCC(=O)N2Cc2ccc(C)cc2)cc1OC (stereo not given)
32	Cc1cc(C)n(-c2nc3ccccc3nc2Nc2ccc3c(c2)OCO3)n1
Compound	25	26	27	28	29	30	31	32
PKA-R1A act	-10	0	2	2	-18	-1	-1	6
Ecoli viability	2.1	-1.4	0.2	0.7	0.2	-2.1	-1.7	-0.2
DAGLB inh	0	2	-9	-2	-2	2	0	-7
SUMO Mot1 rescue	-15	-4	9	-9	4	3	-12	-12
AddAB inh	0.2	-0.2	1.0	-0.9	0.9	0.3	-1.0	1.8
phage Ecoli inh	0.8	2.4	4.3	0.5	-0.5	0.1	1.2	2.8
CDK5 inh	-1.1	-0.1	-4.1	-0.2	1.5	0.6	0.8	-1.1
HTR5A inv ctr	16	-13	5	13	-8	-1	3	7
HTR5A ag ctr	0	4	-3	5	3	1	-1	-2
PKA-R2B act	-6	-8	-11	-7	-1	-1	-1	3
Tat transport	1	-1	11	1	7	6	3	8

33	CC1CC(C)CN(C(=O)COC(=O)c2ccc3ccccc3n2)C1 (stereo not given)
34	CC(=O)N1CCCc2cc(S(=O)(=O)N3CCCC(C(=O)Nc4cccc(C)c4)C3)ccc21 (stereo not given)
35	COc1ccccc1NC(=O)c1ccc(C(=O)Nc2ccccc2OC)nc1
36	O=C(CSc1nc(=O)[nH]c2c1CCCC2)Nc1cc(C(F)(F)F)cc(C(F)(F)F)c1
37	CC(C)(C)NC(=O)Cn1c(=O)n(CC(=O)NC(C)(C)C)c2ccccc21
38	O=C(NCCN1CCOCC1)c1cccc(S(=O)(=O)N2CCCCC2)c1
39	O=C(CCNS(=O)(=O)c1cccs1)N1CCCCCC1
40	CCN(CC(=O)NCc1ccc(Cl)cc1)C(=O)CSc1ccccc1
Compound	33	34	35	36	37	38	39	40
PKA-R1A act	-2	4	3	-9	2	2	-11	1
Ecoli viability	2.8	1.3	-1.7	2.4	-0.9	0.8	-0.3	0.4
DAGLB inh	-1	1	1	1	0	1	-3	1
SUMO Mot1 rescue	188	-6	5	-4	-8	-15	1	2
AddAB inh	1.9	2.1	4.0	0.3	-0.2	-0.4	3.8	-0.5
phage Ecoli inh	1.9	0.5	0.8	2.6	4.1	0.2	-1.2	-0.4
CDK5 inh	0.4	1.7	-4.9	-0.9	1.3	1.8	-0.5	1.2
HTR5A inv ctr	-4	9	-8	4	x	-19	4	1
HTR5A ag ctr	5	-1	6	4	x	8	-2	-1
PKA-R2B act	8	1	0	-5	-3	0	-3	4
Tat transport	-4	-3	15	4	-32	-4	-2	6

41	O=C(O)CNCC1COc2ccccc2O1 (stereo not given)
42	COc1cc2[nH]c(C(=O)NCc3ccccc3)cc2c(OC)c1OC
43	O=C1C2CCCN2C(=S)N1C1CCCCC1 (stereo not given)
44	CC(C)Nc1c([N+](=O)[O-])c(=O)oc2ccccc12
45	C/C(=N\NC(=O)C1CC1c1ccccc1)c1cccc([N+](=O)[O-])c1 (stereo not given)
46	O=C1OC(c2ccccc2)=C/C1=C/N1CCOCC1
47	Cc1cccnc1NC(=O)C(c1ccccc1)c1ccccc1
48	COc1ccc(N2CCN(C(=O)CN=C3NS(=O)(=O)C(c4ccc(C)cc4)=C3C)CC2)cc1
Compound	41	42	43	44	45	46	47	48
PKA-R1A act	-5	-2	8	-12	2	1	13	-2
Ecoli viability	-1.7	-1.5	-1.0	0.1	1.2	2.3	-0.3	0.0
DAGLB inh	0	-3	-1	1	-3	0	-1	1
SUMO Mot1 rescue	-12	7	622*	x	-8	90	-4	20
AddAB inh	1.1	0.2	2.2	1.0	2.2	1.6	1.3	1.7
phage Ecoli inh	3.1	0.9	2.6	1.7	2.4	2.2	3.0	3.6
CDK5 inh	-0.4	0.6	-1.3	1.9	-1.0	-2.2	1.3	-1.7
HTR5A inv ctr	-9	3	6	-9	6	10	2	0
HTR5A ag ctr	-2	-1	-1	3	-1	-4	-1	3
PKA-R2B act	5	4	-3	9	-6	6	0	-7
Tat transport	2	-7	7	-3	9	3	-4	3

Part of the list above in order of number of heavy atoms, low to high:
13	CCc1ccc(OC)c(-c2csc(N)n2)c1
4	COC(=O)C1C(=O)NCC1c1ccc(OC)cc1 (stereo not given)
39	O=C(CCNS(=O)(=O)c1cccs1)N1CCCCCC1
9	CCOCc1nnc(NC(=O)c2cc(Cl)ccc2OC)s1
37	CC(C)(C)NC(=O)Cn1c(=O)n(CC(=O)NC(C)(C)C)c2ccccc21
8	COc1ccc(OCC(=O)NNC(=O)c2ccc3c(=O)n4c(nc3c2)CCC4)cc1
34	CC(=O)N1CCCc2cc(S(=O)(=O)N3CCCC(C(=O)Nc4cccc(C)c4)C3)ccc21 (stereo not given)
48	COc1ccc(N2CCN(C(=O)CN=C3NS(=O)(=O)C(c4ccc(C)cc4)=C3C)CC2)cc1
Compound	13	4	39	9	37	8	34	48
PKA-R1A act	4	-10	-11	-1	2	-2	4	-2
Ecoli viability	1.1	-1.7	-0.3	0.4	-0.9	0.2	1.3	0.0
DAGLB inh	0	-1	-3	-2	0	-1	1	1
SUMO Mot1 rescue	-3	-11	1	239	-8	-7	-6	20
AddAB inh	2.2	3.0	3.8	0.8	-0.2	1.9	2.1	1.7
phage Ecoli inh	3.0	1.5	-1.2	0.8	4.1	1.9	0.5	3.6
CDK5 inh	2.2	-0.4	-0.5	-1.7	1.3	0.1	1.7	-1.7
HTR5A inv ctr	14	-11	4	11	x	-13	9	0
HTR5A ag ctr	-6	-5	-2	5	x	4	-1	3
PKA-R2B act	4	12	-3	-1	-3	8	1	-7
Tat transport	0	2	-2	3	-32	-9	-3	3

Screening results (PubChem BioAssay)
